tim10-1 inh – tim10-1 yeast growth inhibition; S. cerevisiae tim10-1 ts strain growth, BacTiter-Glo, 24 h; inhibition, % at 20 µM; actives 2.2% (n = 330,000);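 active means inhibition of at least 40%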;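 further: mutant grown at 25 °C; 0% = DMSO wells with yeast and 100% = wells holding no yeast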
NLRP3 yeast inh – NALP3 inhibition in yeast. Yeast reconstituted NLRP3/ASC/caspase-1, beta-gal luminescence, 24 h. actives 0.39% (n = 330,000). inhibition, % at 10 µM;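 active means inhibition of 50% or more; inactive means inhibition below 50%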;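 further: plate controls were induced DMSO wells for no effect and uninduced yeast grown without galactose for full effect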
TIM10 inh – growth inhibitors of TIM10 yeast strain; AID 463195; S. cerevisiae TIM10 strain growth, BacTiter-Glo luminescence, 24 h; inhibition, % at 10 µM; actives 1.4% (n = 330,000);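 active means inhibition of 40% or more at the single tested concentration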;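 further: wild-type TIM10 isogenic control strain grown at permissive 25 °C; 0% = DMSO yeast wells and 100% = minimal medium wells without yeast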
APJ ag – activates the human apelin receptor APJ; P35414; CHO-K1 APJ PathHunter beta-arrestin, luminescence; 0% DMSO wells, 100% apelin; activation, % at 20 µM; actives 0.11% (n = 330,000); AID 2520;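 active means activation more than six SD over the plate average, tested at 20 µM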;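 further: 0% = DMSO alone and 100% = apelin-13 at 10 nM; some results filed as inactive read as strong as hits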
Target sequence (P35414 whole entry, looked up): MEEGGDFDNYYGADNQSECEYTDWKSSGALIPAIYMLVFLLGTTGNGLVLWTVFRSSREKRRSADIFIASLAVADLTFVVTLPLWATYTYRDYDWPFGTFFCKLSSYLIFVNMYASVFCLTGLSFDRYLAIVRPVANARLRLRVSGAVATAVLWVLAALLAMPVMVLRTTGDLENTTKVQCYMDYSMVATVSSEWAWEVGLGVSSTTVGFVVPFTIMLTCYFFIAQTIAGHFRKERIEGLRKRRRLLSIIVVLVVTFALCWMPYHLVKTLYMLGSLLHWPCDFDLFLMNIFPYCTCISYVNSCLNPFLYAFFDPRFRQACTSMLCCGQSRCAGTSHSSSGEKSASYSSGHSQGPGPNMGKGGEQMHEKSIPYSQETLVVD
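Test system – PathHunter CHO-K1 APJ (AGTRL-1) beta-arrestin reporter cells · Input – 1000 cells/well · Compound – single test compound dose, 20 µM final, 1% DMSO · Times – compound stimulation 90 min at 25 °C, detection 60 min · Technique – beta-gal luminescence · Read-out basis – APJ–arrestin association signal · Control set – negative DMSO alone, positive Apelin-13 at 10 nM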
NR3A LBD binder – modulates the human NR3A ligand-binding domain; Tm shift relative to glycine control, % at 25 µM; actives 2.5% (n = 340,000); AID 1259313; NR3A LBD differential scanning fluorimetry, Tm shift; 0% = protein alone, 100% = glycine-bound protein;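 active means melting temperature shift of at least 10% of the positive control shift, at one fixed dose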
UPR CHOP act – activators of apoptotic arm of unfolded protein response (CHOP); CHO-CHOP luciferase reporter, UPR activation, luminescence; percent of tunicamycin response over DMSO baseline; activation, % at 10 µM; actives 0.34% (n = 330,000); AID 449763;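 active means at 10 µM dose, activation of 40% or more, normalized to positive control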;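 further: 100% = tunicamycin at 10 µg/mL and 0% = DMSO alone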
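Material: CHO-CHOP cells, stable luciferase reporter of PERK-eIF2a-CHOP signalling; quantity: 500 reporter cells seeded per well; buffer or medium: F12 medium containing 10% fetal bovine serum; compound: one dose, 10 µM in 0.5% DMSO; incubation: 6 h compound treatment, 37 °C; measured by: Steady-Glo luciferase luminescence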
tim23-1 inh – growth inhibitors of tim23-1 mutant yeast. S. cerevisiae tim23-1 growth, BacTiter-Glo luminescence, 24 h. inhibition, % at 20 µM. actives 1.3% (n = 330,000). AID 463212;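 active means growth inhibition of the mutant yeast at or above 50%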;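 further: temperature-sensitive mutant grown at 25 °C; plate controls were DMSO-treated mutant yeast for no effect and medium wells lacking yeast for full effect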
Mdm2 MdmX PPI – disrupts the human Mdm2-MdmX interaction. SaOS-2 split-luciferase Mdm2/MdmX complementation, luminescence. inhibition, % at 8 µM. AID 485346. actives 3% (n = 330,000). O15151+Q00987;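 active means inhibition of at least 50% at 8 µM in the primary screen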
UPR XBP1 act – adaptive UPR (XBP1) activation; CHO-XBP1 luciferase reporter, IRE1-XBP1 UPR activation, luminescence; percent of tunicamycin response, DMSO as zero; activation, % at 20 µM; actives 0.33% (n = 330,000);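 active means versus positive control, 20 µM dose yields 30% or more activation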;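 further: 100% = tunicamycin at 10 µg/mL and 0% = DMSO only wells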
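Assay system: IRE1-XBP1 luciferase reporter CHO line. Input: 1000 cells/well. Buffer or medium: F12 with 10% serum. Doses: 20 µM, 1% DMSO. Times: overnight seeding at 37 °C, 6 h compound treatment at 37 °C. Technique: Steady-Glo luciferase glow luminescence, 10 min after reagent addition.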
Starred values were filed as active, the others as inactive.

Screening COC(=O)c1sc2nc(SCc3cccc(F)c3)n(N)c(=O)c2c1C returned tim10-1 inh -5, NLRP3 yeast inh -1, TIM10 inh 1, APJ ag -5, NR3A LBD binder 4, UPR CHOP act -0.5, tim23-1 inh -3, Mdm2 MdmX PPI 7 and UPR XBP1 act 1.
For COc1cccc(NC(=O)C(OC(=O)/C=C/c2ccc3c(c2)OCO3)c2ccccc2)c1 (stereo not drawn) the results were tim10-1 inh 6, NLRP3 yeast inh -6, TIM10 inh 3, APJ ag -2, NR3A LBD binder 2, UPR CHOP act 1.8, tim23-1 inh 18, Mdm2 MdmX PPI 24 and UPR XBP1 act -1.
COc1ccc(NC(=O)c2sc3ncn(CC(=O)N4CCN(c5ccccn5)CC4)c(=O)c3c2C)c(OC)c1 was read as tim10-1 inh -4, NLRP3 yeast inh 12, TIM10 inh 3, APJ ag 1, NR3A LBD binder -1, UPR CHOP act -1.5, tim23-1 inh -14, Mdm2 MdmX PPI 24 and UPR XBP1 act 22.
CCOc1ccc(N2CC(C(=O)N3CCc4ccccc43)CC2=O)cc1 (stereo not drawn) was read as tim10-1 inh 15, NLRP3 yeast inh 26, TIM10 inh -11, APJ ag -2, NR3A LBD binder -4, UPR CHOP act -0.4, tim23-1 inh 10, Mdm2 MdmX PPI 3 and UPR XBP1 act -4.
For CC(C)C[C@H](NC(=O)Nc1ccc(Oc2ccccc2)cc1)C(=O)O the results were tim10-1 inh -9, NLRP3 yeast inh 15, TIM10 inh 1, APJ ag -1, NR3A LBD binder 3, UPR CHOP act 0.5, tim23-1 inh 4, Mdm2 MdmX PPI -6 and UPR XBP1 act -3.
For COc1cccc(NC(=S)N/N=C2\CC(C)(C)Oc3ccc(O)cc32)c1 the results were tim10-1 inh 33, NLRP3 yeast inh 6, TIM10 inh 20, APJ ag -4, NR3A LBD binder -3, UPR CHOP act 1.0, tim23-1 inh 8, Mdm2 MdmX PPI -22 and UPR XBP1 act -1.
Cc1cccc(-c2noc(CCC(=O)N3CCN(c4cc(C)ccc4C)CC3)n2)c1 was read as tim10-1 inh 18, TIM10 inh 18, NR3A LBD binder 17*, UPR CHOP act 2.9, tim23-1 inh 28, Mdm2 MdmX PPI -43 and UPR XBP1 act 1.
Screening COc1ccc(Cl)cc1C(=O)NNC(=O)c1ccncc1 returned tim10-1 inh -14, NLRP3 yeast inh 4, TIM10 inh -3, APJ ag 1, NR3A LBD binder -3, UPR CHOP act -1.0, tim23-1 inh -9, Mdm2 MdmX PPI -4 and UPR XBP1 act -1.
`Cc1nnc(NC(=O)CSc2ncnc3scc(-c4ccccc4)c23)s1` gave tim10-1 inh -20, NLRP3 yeast inh 8, TIM10 inh -4, APJ ag 1, NR3A LBD binder 1, UPR CHOP act -2.2, tim23-1 inh 5, Mdm2 MdmX PPI 12 and UPR XBP1 act -3.
For C[C@H](CO)N1C[C@H](C)[C@@H](CN(C)S(=O)(=O)c2cccs2)Oc2c(NC(=O)Nc3ccc4c(c3)OCO4)cccc2C1=O the results were tim10-1 inh 4, NLRP3 yeast inh 4, TIM10 inh 16, APJ ag -2, NR3A LBD binder -3, UPR CHOP act -2.4, tim23-1 inh 10, Mdm2 MdmX PPI 19 and UPR XBP1 act 0.

The closing two compounds of the section before lead into the next.
`Cc1nnc(NC(=O)CSc2ncnc3scc(-c4ccccc4)c23)s1` gave tim10-1 inh -20, NLRP3 yeast inh 8, TIM10 inh -4, APJ ag 1, NR3A LBD binder 1, UPR CHOP act -2.2, tim23-1 inh 5, Mdm2 MdmX PPI 12 and UPR XBP1 act -3.
For C[C@H](CO)N1C[C@H](C)[C@@H](CN(C)S(=O)(=O)c2cccs2)Oc2c(NC(=O)Nc3ccc4c(c3)OCO4)cccc2C1=O the results were tim10-1 inh 4, NLRP3 yeast inh 4, TIM10 inh 16, APJ ag -2, NR3A LBD binder -3, UPR CHOP act -2.4, tim23-1 inh 10, Mdm2 MdmX PPI 19 and UPR XBP1 act 0.
`COc1ccc(CCN2CC(C(=O)NCCc3ccc(C(F)(F)F)cc3)CCC2=O)cc1` (stereo not drawn) gave tim10-1 inh 7, NLRP3 yeast inh -11, TIM10 inh 8, APJ ag -4, NR3A LBD binder -1, UPR CHOP act 0.0, tim23-1 inh -8, Mdm2 MdmX PPI -5 and UPR XBP1 act -1.
Screening CC(=O)Nc1ccc(NC(=O)CSc2n[nH]c(-c3cccs3)n2)cc1 returned tim10-1 inh 4, NLRP3 yeast inh 6, TIM10 inh -3, APJ ag -1, NR3A LBD binder 8, UPR CHOP act 0.7, tim23-1 inh -9, Mdm2 MdmX PPI 0 and UPR XBP1 act -2.
For COC(=O)c1c(NC(=O)/C=C/C(=O)O)sc(C)c1-c1ccc(C(C)C)cc1 the results were tim10-1 inh -2, NLRP3 yeast inh -6, TIM10 inh 2, APJ ag -3, NR3A LBD binder -3, UPR CHOP act 3.5, tim23-1 inh 23, Mdm2 MdmX PPI 41 and UPR XBP1 act -3.
For COc1cccc(NC(=O)c2ccnc(N3CCC(C(=O)NCc4cc(OC)ccc4OC)CC3)c2)c1 the results were tim10-1 inh 14, NLRP3 yeast inh 18, TIM10 inh 21, APJ ag 2, NR3A LBD binder -6, UPR CHOP act -1.7, tim23-1 inh -3, Mdm2 MdmX PPI 24 and UPR XBP1 act -1.
Screening CCN(CC)C(=O)CSc1nc2c(c(-c3cccnc3)c1C#N)CCCC2 returned tim10-1 inh 29, NLRP3 yeast inh -8, TIM10 inh 28, APJ ag -2, NR3A LBD binder -2, UPR CHOP act 0.8, tim23-1 inh 28, Mdm2 MdmX PPI -2 and UPR XBP1 act 1.
For CC(C)NC(=O)N(C)C[C@H]1Oc2ccc(NS(=O)(=O)c3ccccc3)cc2C(=O)N([C@H](C)CO)C[C@@H]1C the results were tim10-1 inh 9, NLRP3 yeast inh -7, TIM10 inh 2, APJ ag -3, NR3A LBD binder -1, UPR CHOP act 2.5, tim23-1 inh 8, Mdm2 MdmX PPI 28 and UPR XBP1 act 0.
COc1ccc(N(CC(=O)NCc2ccccc2OC)S(=O)(=O)c2ccccc2)cc1 was read as tim10-1 inh 28, NLRP3 yeast inh 26, TIM10 inh 10, APJ ag -1, NR3A LBD binder 5, UPR CHOP act 2.1, tim23-1 inh 32, Mdm2 MdmX PPI 15 and UPR XBP1 act 6.
`CC(=O)c1ccc(S(=O)(=O)Nc2cccc(-c3ccc4nncn4n3)c2)cc1` gave tim10-1 inh 4, NLRP3 yeast inh 25, TIM10 inh 2, APJ ag -2, NR3A LBD binder -1, UPR CHOP act -2.5, tim23-1 inh 11, Mdm2 MdmX PPI 21 and UPR XBP1 act 2.
Screening CN(C)S(=O)(=O)c1ccc(S(=O)(=O)N(CC(=O)Nc2ccccc2)Cc2ccco2)cc1 returned tim10-1 inh 8, NLRP3 yeast inh 16, TIM10 inh 1, APJ ag -1, NR3A LBD binder 1, UPR CHOP act 1.7, tim23-1 inh -16, Mdm2 MdmX PPI 37 and UPR XBP1 act 5.
For CCn1c(/N=C/c2ccc(OC)cc2O)nc2ccccc21 the results were tim10-1 inh -6, NLRP3 yeast inh 12, TIM10 inh -3, APJ ag 2, NR3A LBD binder 2, UPR CHOP act 3.2, tim23-1 inh 15, Mdm2 MdmX PPI 20 and UPR XBP1 act -7.
`Cc1ccnc(NC(=O)CCC(=O)N(CC(=O)NCc2ccccc2)Cc2cccs2)c1` gave tim10-1 inh 16, NLRP3 yeast inh 10, TIM10 inh -3, APJ ag -2, NR3A LBD binder -3, UPR CHOP act -2.1, tim23-1 inh 11, Mdm2 MdmX PPI -7 and UPR XBP1 act -1.
COc1ccc(NC(=O)C2=C(C)C(=O)OC23CCC(C)CC3)c(OC)c1 (stereo not drawn) was read as tim10-1 inh 7, NLRP3 yeast inh 15, TIM10 inh 5, APJ ag -5, NR3A LBD binder -2, UPR CHOP act -0.5, tim23-1 inh 31, Mdm2 MdmX PPI 12 and UPR XBP1 act -2.
CN(C)S(=O)(=O)c1cccc(C(=O)OCC(=O)N2CCCC2=O)c1 was read as tim10-1 inh 20, NLRP3 yeast inh 12, TIM10 inh 2, APJ ag 2, NR3A LBD binder -2, UPR CHOP act 0.7, tim23-1 inh 5, Mdm2 MdmX PPI -17 and UPR XBP1 act -4.
Screening CN(CCC#N)C(=O)Cn1nc(Cc2ccncc2)c2ccccc2c1=O returned tim10-1 inh 1, NLRP3 yeast inh 2, TIM10 inh -7, APJ ag 6, NR3A LBD binder -7, UPR CHOP act 0.2, tim23-1 inh -2, Mdm2 MdmX PPI 11 and UPR XBP1 act 0.
For S=c1[nH]nc(COc2ccccc2)n1/N=C/c1ccccn1 the results were tim10-1 inh -6, NLRP3 yeast inh 5, TIM10 inh 12, APJ ag -3, NR3A LBD binder -2, UPR CHOP act 0.9, tim23-1 inh 7, Mdm2 MdmX PPI 1 and UPR XBP1 act -2.
Screening O=C(O)c1cc2c(s1)CCCC2 returned tim10-1 inh 7, NLRP3 yeast inh 11, TIM10 inh 7, APJ ag -4, NR3A LBD binder 0, UPR CHOP act -1.9, tim23-1 inh 13, Mdm2 MdmX PPI 13 and UPR XBP1 act 0.
Screening Cc1ccccc1Nc1nnc(SCC(=O)NCc2cccs2)s1 returned tim10-1 inh 15, NLRP3 yeast inh 8, TIM10 inh 8, APJ ag -2, NR3A LBD binder -6, UPR CHOP act 0.4, tim23-1 inh 12, Mdm2 MdmX PPI -27 and UPR XBP1 act -3.
Screening CC(C)n1cnc2cc(NC(=O)c3ccco3)ccc21 returned tim10-1 inh 1, NLRP3 yeast inh 2, TIM10 inh -4, APJ ag 0, NR3A LBD binder -1, UPR CHOP act 2.2, tim23-1 inh 30, Mdm2 MdmX PPI -26 and UPR XBP1 act -3.
`O=C(COc1nnnc2ccccc12)N1CCCc2ccccc21` gave tim10-1 inh 4, NLRP3 yeast inh 3, TIM10 inh 2, APJ ag 0, NR3A LBD binder 1, UPR CHOP act -0.6, tim23-1 inh 22, Mdm2 MdmX PPI 2 and UPR XBP1 act -1.
`O=C(NCCCCNC(=O)c1c(Cl)cccc1Cl)c1c(Cl)cccc1Cl` gave tim10-1 inh -19, NLRP3 yeast inh 23, TIM10 inh 1, APJ ag 3, NR3A LBD binder -2, UPR CHOP act -1.2, tim23-1 inh -15, Mdm2 MdmX PPI 12 and UPR XBP1 act -4.
CN1C(=O)c2cccc3c(Cl)ccc(c23)C1=O was read as tim10-1 inh -87, NLRP3 yeast inh -50, TIM10 inh -3, APJ ag -2, NR3A LBD binder 2, UPR CHOP act -0.6, tim23-1 inh 37, Mdm2 MdmX PPI 29 and UPR XBP1 act -1.
Screening COc1ccc(C(=O)Sc2ccc(C)cc2)cc1OC returned tim10-1 inh 25, NLRP3 yeast inh -8, TIM10 inh 40, APJ ag -4, NR3A LBD binder 2, UPR CHOP act 7.1, tim23-1 inh 33, Mdm2 MdmX PPI 29 and UPR XBP1 act 3.
For COC(=O)COc1ccc2c(-c3cccc([N+](=O)[O-])c3)cc(=O)oc2c1 the results were tim10-1 inh -12, NLRP3 yeast inh 5, TIM10 inh 8, APJ ag -2, NR3A LBD binder 1, UPR CHOP act -2.3, tim23-1 inh -8, Mdm2 MdmX PPI 18 and UPR XBP1 act 2.

Screens deposited in PubChem BioAssay by Sanford-Burnham Center for Chemical Genomics.
